Source: PubChem BioAssay
MITF inh: blocks human microphthalmia-associated transcription factor | AlphaScreen MITF homodimerization, bead proximity signal | inhibition, % at 2.6 µM | hit rate 0.91% among 650,000 | AID 1259374; in the data active = inhibition above about 50%;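 also: 0% = vehicle wells with protein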
Target sequence (O75030 whole entry, looked up): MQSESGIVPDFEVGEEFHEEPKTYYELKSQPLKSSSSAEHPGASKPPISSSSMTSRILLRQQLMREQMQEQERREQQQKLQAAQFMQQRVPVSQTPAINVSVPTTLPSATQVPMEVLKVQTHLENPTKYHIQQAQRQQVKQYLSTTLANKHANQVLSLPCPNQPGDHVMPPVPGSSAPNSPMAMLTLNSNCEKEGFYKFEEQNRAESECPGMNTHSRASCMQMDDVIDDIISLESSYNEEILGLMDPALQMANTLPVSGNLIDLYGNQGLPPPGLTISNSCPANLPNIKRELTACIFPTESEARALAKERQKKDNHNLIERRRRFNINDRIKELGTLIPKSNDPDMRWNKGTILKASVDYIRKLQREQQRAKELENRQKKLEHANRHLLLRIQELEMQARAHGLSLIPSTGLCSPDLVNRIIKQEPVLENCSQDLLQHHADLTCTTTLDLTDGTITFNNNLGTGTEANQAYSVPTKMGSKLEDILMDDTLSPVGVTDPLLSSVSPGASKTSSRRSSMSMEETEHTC
GPR151 activ: activators of human GPR151. PathHunter beta-arrestin GPR151 cells, luminescence. activation, % at 11.2 µM. Q8TDV0. hit rate 1% among 650,000; in the data active = activation above about 4.9%;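 also: 0% = median of compound wells and 100% = cells with positive control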
Target sequence (Q8TDV0 whole entry, looked up): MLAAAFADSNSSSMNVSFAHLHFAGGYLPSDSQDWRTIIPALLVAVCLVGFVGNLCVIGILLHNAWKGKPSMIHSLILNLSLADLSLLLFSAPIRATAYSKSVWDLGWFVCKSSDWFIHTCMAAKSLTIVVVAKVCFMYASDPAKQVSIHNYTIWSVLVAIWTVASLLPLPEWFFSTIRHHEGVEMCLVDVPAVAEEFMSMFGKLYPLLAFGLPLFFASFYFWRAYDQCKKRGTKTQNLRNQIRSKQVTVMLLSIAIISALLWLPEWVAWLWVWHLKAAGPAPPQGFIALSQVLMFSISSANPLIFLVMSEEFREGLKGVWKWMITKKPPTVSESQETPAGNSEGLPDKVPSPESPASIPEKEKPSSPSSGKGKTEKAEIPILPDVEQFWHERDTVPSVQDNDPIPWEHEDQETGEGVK
FBW7 activator: activators of human E3 ligase FBW7. normalized activity (activation), % at 26.1 µM. AlphaScreen FBW7–phospho-cyclin E peptide binding, activator screen. Q969H0. hit rate 0.13% among 650,000; in the data active = normalized activity above about 1.9%;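 also: purified mutant Fbw7 with reduced substrate affinity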
TEAD-YAP inh: TEAD-YAP interaction inhibition; HEK-TIYL cells, TEAD-Gal4/YAP UAS-luciferase luminescence; inhibition, % at 9.12 µM; hit rate 1.4% among 640,000; in the data active = inhibition above about 32%;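 also: 0% = median of test compound wells and 100% = reference inhibitor wells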
* marks the source's active call; other numbers are inactive results; & = joins results of further samples.

Molecule	MITF inh	GPR151 activ	FBW7 activator	TEAD-YAP inh
C=CCn1nnnc1SCC(=O)c1ccccc1	26.4	0.2	0.3	-13.8
Cn1c(CNC(=O)Cc2ccccc2)nnc1SCC(=O)N1N=C(c2cccs2)CC1c1ccc(F)cc1 (stereo unspecified)	-9.8	-1.0	-0.2	5.2
O=C(NC(=O)C1CCN(CC2COc3ccccc3O2)CC1)Nc1ccccc1 (stereo unspecified)	2.6	-1.3	0.1	3.3
CC(NC(=O)/C(C#N)=C/c1cccc(F)c1)c1ccccc1 (stereo unspecified)	-0.9	1.6	0.1	2.4
O=C1COc2cc(S(=O)(=O)N3CCC(C(=O)N4CCCCCC4)CC3)ccc2N1	-7.4	-0.8	0.1	-7.4
O=C(O)CNC(=O)c1cccnc1Cl	3.1	0.0	1.5	-9.5
CCc1nnc(-c2cc3ccccc3n2CC(=O)Nc2ccc(OC)cc2OC)o1	7.6	0.7	0.0	6.1
COCCCN1C(=O)c2[nH]nc(-c3ccccc3O)c2C1c1cccc(O)c1 (stereo unspecified)	10.8	0.3	-0.1	3.4
CC(=O)N1CCc2c(sc(NC(=O)c3ccc(S(=O)(=O)N4CCCc5ccccc54)cc3)c2C(N)=O)C1	10.2	2.1	0.3	17.0
N#Cc1cccc(NS(=O)(=O)c2ccc(F)c(F)c2)c1	-7.7	0.3	0.0	-0.3
Cc1ccc(SCCNC(=O)C(C)N(c2ccccc2)S(C)(=O)=O)cc1 (stereo unspecified)	-0.6	-1.2	-0.1	9.6
COc1cc(O)c(C(=O)c2ccccc2)cc1[N+](=O)[O-]	-0.7	-0.8	-0.2	-1.7
COc1cccc(C2NC(=O)CCC2[N+](=O)[O-])c1OC (stereo unspecified)	-15.4	0.0	-0.1	-7.0
Cc1ccc(N=c2c([N+](=O)[O-])nn(-c3ccccc3)n2O)c(Cl)c1	-2.3	0.8	-0.1	6.6
O=S(=O)(c1ccc(F)cc1)N1CCCC(CO)C1 (stereo unspecified)	6.9	-0.2	0.0	5.1
CC(=O)Nc1cccc(-c2cnc3cccc(NC(C)=O)c3c2)c1	21.0	-1.9	0.2	-50.7
CCOC(=O)c1c(NC(=O)Cn2cnc([N+](=O)[O-])n2)sc2c1CCC2	-6.6	-1.1	-0.1	4.4
COc1ccc(/C=N/c2oc(C)c(C)c2C#N)cc1	11.2	-1.4	0.1	3.9
COc1ccc(S(=O)(=O)NCC(=O)O)cc1	3.7	1.1	0.2	6.7
Cc1ccn2cc(-c3cccc(NS(=O)(=O)c4cccc([N+](=O)[O-])c4)c3)nc2c1	2.1	-1.7	-0.1	-47.8
COC(=O)C1=C(C)NC2=C(C(=O)CC(c3ccccc3)C2)C1c1ccncc1 (stereo unspecified)	-3.3&-10.8	1.3&-0.3	-0.1&0.1	17.0&6.1
Cn1cnc2scc(-c3ccc(Cl)cc3)c2c1=O	23.9	1.2	0.8	-4.5
Cc1ccc(-c2nc(Nc3ccc(N4CCOCC4)cc3)c3ccccc3n2)cc1	0.9	-0.7	-0.1	5.5
C/C=C/COC(=O)C1=C(C)NC(=O)NC1c1cccc(Br)c1 (stereo unspecified)	17.0	-0.1	0.1	9.5
CCN(CCNC(=O)C1=C(C)C(=O)OC12CCCCC2)c1ccccc1	10.2	-0.1	-0.1	-1.9
Cc1ccc(C)c(Nc2ccc([N+](=O)[O-])c3nonc23)c1	17.3	-1.1	-0.1	7.6
Cc1cc(C)c(C#N)c(SCC(=O)Nc2ccc(C(=O)O)cc2)n1	-4.4	-1.9	-0.1	-34.8
Oc1cccc2ccc(/C=C/c3ccc4c(c3)OCO4)nc12	5.8	-4.5	-0.1	80.2*
COc1cc(CNC2CCCCC2)cc(I)c1OCC(N)=O	16.9	-1.0	0.1	1.6
COc1cccc(NC(=O)C2CCC(CNc3c(N4CCOCC4)c(=O)c3=O)CC2)c1 (stereo unspecified)	-13.4	0.2	0.1	-7.6

(more compounds)
Molecule	MITF inh	GPR151 activ	FBW7 activator	TEAD-YAP inh
CC1=C(C#N)C(c2ccccc2C(F)(F)F)C2=C(CC(C)(C)CC2=O)N1 (stereo unspecified)	-5.2	1.2	0.1	-6.7
CCN(CC)C(=O)C(=O)Nc1ccc(Br)cc1F	11.6	-0.9	0.0	-0.3
COc1ccc(NC(=O)CCCc2nnc3n(C(C)C)c(=O)c4sccc4n23)cc1	11.6	2.8	0.6	-4.0
CCOC(=O)C1CCN(C(=O)CCc2ccc(S(=O)(=O)NCC(C)C)cc2)CC1	6.6	-0.8	0.6	1.4
NC(=O)c1cccc2nc3ccccc3nc12	1.1	8.8*	0.2	4.1
O=C(NCc1nnc2n1CCN(Cc1cc3ccccc3s1)CC2)c1ccccc1	-2.1	-1.1	-0.1	5.0
CC(NC(=O)CN1CCN(c2ccccc2O)CC1)c1ccccc1 (stereo unspecified)	12.2	-0.2	0.2	-2.5
CCOC(=O)c1sc2nc(SCC(=O)NCc3ccccc3)n(Cc3ccccc3)c(=O)c2c1C	-0.9	-0.2	0.1	5.3
CN(C)c1nc(Oc2ccc(N)cc2)nc(N(C)C)n1	6.6	-1.2	0.3	-1.9
COc1ccc(NC2=NCC(=O)N2c2ccccc2F)c(OC)c1	6.3	-0.6	0.2	1.7
CC(C)(C)c1ccc(NC(=O)c2ccc(=O)[nH]c2)cc1	-2.1	0.9	-0.1	5.3
CC(C)CNc1oc(-c2ccc(F)cc2)nc1C#N	6.9	0.8	-0.1	-14.9
Fc1ccc(C2N(Cc3ccccc3)c3ccccc3N2Cc2ccccc2)cc1	4.8	1.0	-0.1	9.7
Cn1c(SCC(=O)N2CCc3ccccc3C2)nnc1-c1cccs1	4.7	-0.1	0.3	6.1
COc1ccc(CCNC(=O)CCC(=O)Nc2nc(-c3cc4cc(Br)ccc4oc3=O)cs2)cc1OC	12.8	-1.9	1.1	-11.8
COCCN1C(=O)c2ccccc2C(C(=O)Nc2ccc(Br)cc2C)C1c1ccc(F)cc1 (stereo unspecified)	26.2	-2.5	0.4	8.9
CCn1cc(CNC(=O)Nc2cccc(Cl)c2)c(C)n1	0.3	-0.3	-0.1	-45.0
COc1ccc(-c2cc(C(F)(F)F)n3nc(C(=O)Nc4ccc(C(C)=O)cc4)cc3n2)cc1OC	-1.8	1.1	0.1	-9.2
COc1cc(C(=O)NCc2cccnc2)c([N+](=O)[O-])cc1OC	-1.7	-0.8	-0.1	7.8
O=C(NCc1ccccc1Cl)c1ccc2c(=O)n(CCCN3CCCC3=O)c(=S)[nH]c2c1	21.9	-0.1	0.2	8.8
CC(C)C(C(=O)Nc1ccc2c(c1)OCCOCCOCCOCCO2)N1C(=O)c2ccccc2C1=O (stereo unspecified)	5.0	-0.3	0.3	-7.1
CCc1ccc(NC(=O)C(=O)NCCc2ccc(Cl)cc2)cc1	19.5	2.7	0.0	2.0
CCC(C)N1CCN(C2C3CC4CC(C3)CC2C4)CC1 (stereo unspecified)	49.6	0.0	0.0	5.4
CCSc1nnc(C2CC2)n1-c1ccccc1	3.2	1.4	0.0	7.5
O=C([C@@H](O)COc1ccc(Br)cc1)N1CCC(Nc2ccc3cnccc3c2)CC1	17.0	-0.4	0.4	6.8
CC(C)C(=O)OCCN=C1NS(=O)(=O)c2ccccc21	-0.5	0.5	-0.2	-0.4
CCN(CC)CCn1c2ccccc2n2c(C(C)=O)c(C)nc12	4.9	-0.1	0.1	-6.5
COc1cc(-c2oc3cc(O)cc(O)c3c(=O)c2OC[C@@H]2OC(O[C@@H]3O[C@@H](C)[C@H](O)[C@@H](O)[C@H]3O)[C@@H](O)[C@H](O)[C@@H]2O)ccc1O (stereo partly specified)	17.2	-0.8	0.1	0.5
Cc1ccc(-c2csc3ncn(Cc4ccccc4F)c(=O)c23)cc1	14.7	-0.9	0.8	3.0
Cc1ccc(NC(=O)CC(NCC(C)C)C(=O)O)cc1Cl (stereo unspecified)	15.2	-1.4	0.0	10.3

Exported field by field: 2 of the compounds above.
> CC(NC(=O)CN1CCN(c2ccccc2O)CC1)c1ccccc1 (stereo unspecified)
- MITF inh: 12.2
- GPR151 activ: -0.2
- FBW7 activator: 0.2
- TEAD-YAP inh: -2.5

> CCOC(=O)c1sc2nc(SCC(=O)NCc3ccccc3)n(Cc3ccccc3)c(=O)c2c1C
- MITF inh: -0.9
- GPR151 activ: -0.2
- FBW7 activator: 0.1
- TEAD-YAP inh: 5.3

Next part
Molecule	MITF inh	GPR151 activ	FBW7 activator	TEAD-YAP inh
COCCNC(=O)C(=O)Nc1ccc(Cl)cc1C	0.5	2.0	0.0	-10.9
CCOc1ccc(-n2cc(C(=O)Nc3ccccc3C(=O)OC)c3cc(OC)c(OC)cc3c2=O)cc1	-0.9	0.2	0.0	3.1
Cc1cc(OCC(=O)NNC(=O)c2ccc(O)cc2)cc(C)c1Cl	10.5	0.0	-0.1	3.7
COc1cc(CNc2ccc3ncc(-c4cc(C)cs4)n3n2)cc(OC)c1OC	0.7	-0.2	-0.5	19.7
CCOc1cc(/C=C(\C#N)C(=O)NC)ccc1OCCOc1ccccc1	-17.1	0.0	-0.1	2.2
CC1=NN(c2ccc([N+](=O)[O-])cc2)C(=O)/C1=C/c1ccco1	14.6	-0.9	0.1	-11.7
Cc1cc(OCC(O)CN(CCO)CCO)ccc1Cl (stereo unspecified)	8.9	0.4	0.1	0.8
Cc1ccc(NC(=O)C2(N3CCC4(CC3)OCCO4)CCCCC2)cc1	-0.3	1.2	0.1	2.4
CCOC(=O)c1sc2nc(SCc3c(F)cccc3F)n(Cc3ccccc3OC)c(=O)c2c1C	0.5	-0.3	0.0	-10.4
O=C1NC(=Nc2ccccc2Cl)S/C1=C\c1cc(Cl)cc(Cl)c1O	-6.5	0.0	-0.1	15.4
C=CCNc1cc(-c2cncc(-c3cccs3)c2)nc(C)n1	-21.7	0.3	-0.2	7.4
CC1CCc2c(sc(NC(=O)CN3C(=O)NC4(CCc5ccccc54)C3=O)c2C#N)C1 (stereo unspecified)	-7.9	0.0	0.1	2.2
COc1ccccc1/C=C/C(=O)Nc1ccc(I)cc1	1.2	0.3	-0.1	-63.8
c1cc(-c2nc3c(c(N4CCCC4)n2)CNCC3)ccn1	-8.9	1.2	-0.1	-3.1
COc1ccc(C(=O)Nc2ccccc2C(=O)NC(C(=O)NNC(=O)c2ccccc2Cl)C(C)C)cc1 (stereo unspecified)	0.2	3.0	0.2	4.5
COc1ccc(/C=C2\N=C(c3ccc(OC)cc3Cl)OC2=O)cc1	11.1	0.3	0.4	-2.8
Cc1ccc(NC(=O)c2c(NC(=O)c3cccnc3)sc3c2CCC3)cc1	-0.4	1.8	0.0	-6.0
CC(C)C(=O)NCCc1nnc2n1CCN(C(=O)c1cc3ccccc3n1C)CC2	3.8	-0.8	0.1	3.7
COC(=O)c1nc(OCC(=O)N2CCc3ccccc32)c2ccccc2n1	4.4	0.1	0.0	-36.2
Cc1ccc(OCC(=O)Nc2ccc3nc(N4CCCCC4)cc(C)c3c2)cc1	6.5	0.3	0.4	0.7
CCC1(c2ccccc2)C(=O)Nc2ccc(OC)cc21 (stereo unspecified)	-4.8	-1.0	-0.2	-7.5
COc1ccc(NC(=O)CSc2nnc(-c3ccncc3)n2-c2ccccc2OC)cc1	17.9	-0.4	0.3	-1.7
O=C(Nc1ccccc1F)C1=CC(=O)C2C=CC=CC2O1 (stereo unspecified)	-5.4	-1.1	0.1	-25.5
COCCNC(=O)c1cc2c(=O)n3cccc(C)c3nc2n(CC2CCCO2)c1=N (stereo unspecified)	3.8	0.4	0.0	0.1
CCCCC1CCC(c2noc(C3CCC(C4CCC(CCC)CC4)CC3)n2)CC1 (stereo unspecified)	2.8	-1.2	-0.2	5.3
O=c1c2sc(=S)n(-c3ccccc3)c2nc(SCc2nc3ccccc3[nH]2)n1-c1ccccc1	-7.2	-2.1	-0.2	33.0*
CCn1c(C(=O)O)c(CC(=O)NCCc2ccc(OC)c(OC)c2)c2ccccc21	2.8	-0.7	0.0	-3.1
O=C(O)/C=C/C(=O)NNC(=O)c1ccc(Cl)cc1Cl	-8.2	1.1	0.5	-8.2
OCCN1CCN(c2ncc(-c3ccc(OC(F)(F)F)cc3)n3ccnc23)CC1	-1.4	2.1	-0.5	-9.7
Cc1c(NC(=O)C(C)OC(=O)c2ccc3c(c2)OCO3)c(=O)n(-c2ccccc2)n1C (stereo unspecified)	-7.6	1.7	0.0	5.9

(list continues)
Molecule	MITF inh	GPR151 activ	FBW7 activator	TEAD-YAP inh
O=C(c1ccc(F)cc1)N1CCN(c2ccc(Nc3ccncc3)nn2)CC1	13.4	0.1	0.0	-5.3
CCOC(=O)C1=C(CC)OC(N)=C(C#N)C1c1ccc(NC(C)=O)cc1 (stereo unspecified)	9.7	0.8	0.0	3.5
O=C(CSc1ccccc1C(=O)Nc1nccs1)NC1CCCCCCC1	4.8	-1.5	-0.2	-4.3
COc1cccc(NC(=O)COC(=O)c2ccc(NC(=O)CC#N)cc2)c1	9.9	-0.9	-0.1	-3.9
Cc1ccc2ncc(C(=O)NC(C)c3ccccc3)c(=O)n2c1 (stereo unspecified)	-5.8	-2.1	0.0	-3.1
Cc1cc2ncn(CCC(=O)NNC(=O)Cn3nnc4ccccc43)c2cc1C	-7.2	-1.3	0.0	2.4
Cc1ccc(NC(=S)NCCCN2CCOCC2)cc1	0.0	-0.7	-0.1	-3.6
COCCNC(=S)NC(=O)C1CCCCC1	26.5	0.8	-0.1	0.1

Compounds as they come (roughly 3.5% active in at least one column).
